Source: PubChem
RORgamma inh – blocks mouse ROR gamma transcriptional activity; P51450; Drosophila S2 Gal4-RORgamma UAS-luciferase reporter, 20 h; Potency, µM (doses to about 53.6 µM), for inactives: top-dose activity change, negative = inhibition, hits mostly inhibitors; 5.4% of 310,000 active; AID 2551; also: nearly all actives have a fitted effect of over 60% in size
Target sequence (P51450 whole entry, looked up, the tested form may be a part): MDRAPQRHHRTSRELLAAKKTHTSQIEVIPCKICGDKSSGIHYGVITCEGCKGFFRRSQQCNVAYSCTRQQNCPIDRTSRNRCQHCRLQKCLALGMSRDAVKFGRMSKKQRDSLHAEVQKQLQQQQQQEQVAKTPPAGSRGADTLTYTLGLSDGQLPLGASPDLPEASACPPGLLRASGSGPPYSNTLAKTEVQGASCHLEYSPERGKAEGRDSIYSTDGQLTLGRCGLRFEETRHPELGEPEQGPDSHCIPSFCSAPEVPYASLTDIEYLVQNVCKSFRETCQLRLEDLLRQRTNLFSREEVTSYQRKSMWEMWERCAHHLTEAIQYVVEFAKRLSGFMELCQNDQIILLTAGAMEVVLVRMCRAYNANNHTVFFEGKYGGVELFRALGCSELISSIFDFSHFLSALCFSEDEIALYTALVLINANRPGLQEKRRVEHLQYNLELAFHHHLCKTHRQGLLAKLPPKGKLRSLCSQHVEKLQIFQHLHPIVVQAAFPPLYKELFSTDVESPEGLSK
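A Gal4/UAS one-hybrid system in insect cells: metallothionein-promoter Gal4–ROR gamma fusion plus Photinus luciferase reporter. Copper sulfate 700 uM final, 20 hr ambient incubation, luminescent detection after 10 min with reagent.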
Gal4-VP16 FLuc – counter-screen for ROR gamma inhibitors: Gal4-VP16 reporter | Drosophila S2 Gal4-VP16 UAS-luciferase, luminescence, 20 h | Potency, µM (highest dose often 53.6 µM), for the others: at the top dose activity, negative = inhibition, usual class: inhibitors | 3.5% of 310,000 active;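 also: Gal4-VP16 expression switched on by copper sulfate through the metallothionein promoter; nearly all actives have a fitted effect of over 50% in size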
Active calls of the source: *; ? = inconclusive; & = joins results of further samples; [ ] = another dose, or the depositor's remark. Calls follow the shape of the dose curve; as a rule, active = well fitted curve in the direction sought with a large enough effect; inconclusive = small, poorly fitted or top-dose-only effect, or another doubt; inactive = no such curve, though single readings can be large; an effect the other way counts as inactive or inconclusive. % is scaled to controls: 0 for no effect and ±100 for the full control effect; potency is read from the fitted curve at half-maximal effect. A portion of the library; rates above refer to the full screens.

SMILES | RORgamma inh | Gal4-VP16 FLuc
N#Cc1ccc(CN2CCCC3(CCN(C(=O)c4cccc(F)c4)CC3)C2)cc1 | -14.3% | -1.0%
CC1(C)OC(C(O)(c2ccccc2)c2ccccc2)C(C(O)(c2ccccc2)c2ccccc2)O1 (stereo not drawn) | 7.8%[10 µM] | -7.9%[10 µM]
Cc1ccc(-c2c(C3C4C=CCC(C)C4C(=O)N3Cc3ccccc3)ccc3ccccc23)cc1 (stereo not drawn) | 32.0% | 7.3%
CC1=C(C)C[C@@]23CCCN2C(=O)CCC[C@H]3C1 | -24.4%[96.6 µM] | -5.1%[96.6 µM]
O=C(Nc1cccc(F)c1)N1CCC2(CC1)CCN(C(=O)c1ccncc1)CC2 | 2.6% | 5.5%
O=C(c1csnn1)N1CCC[C@@]2(CCN(c3cccc(-c4ccccc4)c3)C2)C1 | 25.9% | -0.5%
COc1ccc(NC(=O)N2CCC3(CC2)CCN(C(=O)c2cccc(F)c2)CC3)cc1 | 3.2% | -8.7%
CN(C)CC1CCn2c(c(C3=C(c4cn(C)c5ccccc45)C(=O)NC3=O)c3ccccc32)C1 (stereo not drawn) | -26.1% | 6.2%
COC1C[C@@H](O[C@@H]2C(C)C(=O)OC(C)C(C)[C@H](OC(C)=O)C(C)C(=O)[C@@]3(CO3)CC(C)C(OC3OC(C)CC(N(C)C)[C@H]3OC(C)=O)C2C)OC(C)[C@@H]1OC(C)=O (stereo partly drawn) | -2.2% | -11.0%
CCCn1c(-c2ccc(F)cc2)nc2c(N(C)CCN(C)C)nc(C)nc21 | -5.3% | 0.1%
CC(CCC#N)[N+](=O)[O-] (stereo not drawn) | 1.7% | 2.9%
N=c1ccn2c(n1)OCC1C2O[C@@H](O)[C@H]1O (stereo partly drawn) | -4.3% | -17.4%
COc1cccc(-c2cncnc2Nc2ccc(F)cc2)c1 | 3.2% | 7.4%
CC(NC(=O)C1CCCN1C(=O)CN)C(=O)O (stereo not drawn) | -2.8% | -6.7%
O=c1c(CCc2ccccc2)nc2cnc(Oc3cccc(Cl)c3)nc2n1C[C@H]1CCCO1 | 35.3% | 12.3%
CC(=O)O[C@]1(C)CC[C@]23CC1C(C)(C)C2CC[C@@H]3C (stereo partly drawn) | -4.9% | -1.1%
Cc1nc2cnc(N(C)C)nc2n(C2CC2)c1=O | 17.3% | -3.8%
CO/N=C(/C(=O)N[C@H]1C(=O)N2C(C(=O)O)=C(COC(C)=O)CSC12)c1csc(N)n1 (stereo partly drawn) | -14.4% | -1.0%
CN(Cc1ccco1)c1ccnc(-c2cccnc2)n1 | -11.5% | -9.3%
N#CCCn1c(=O)c(-c2cccc(C#N)c2)nc2cnc(Oc3cccc(Cl)c3)nc21 | 36.5% | -17.5%
CN1CCC2(CC1)CCN(C(=O)c1cc(C(F)(F)F)cc(C(F)(F)F)c1)CC2 | -9.1% | 4.6%
Cc1noc(C)c1-c1nc(NCc2cccnc2)c2ccccc2n1 | -44.0% | 8.0%
Cc1ncc(COP(=O)(O)O)c(CN)c1O | 6.4% | -0.1%
CCOC(=O)C[C@@H](C(=O)OCC)[C@@H]1CCCCC1=O | 23.2%[10 µM] | -1.0%[10 µM]

Molecules above containing a Cl atom (two):
SMILES | RORgamma inh | Gal4-VP16 FLuc
O=c1c(CCc2ccccc2)nc2cnc(Oc3cccc(Cl)c3)nc2n1C[C@H]1CCCO1 | 35.3% | 12.3%
N#CCCn1c(=O)c(-c2cccc(C#N)c2)nc2cnc(Oc3cccc(Cl)c3)nc21 | 36.5% | -17.5%

The list goes on:
SMILES | RORgamma inh | Gal4-VP16 FLuc
N#CCCn1c(=O)c(-c2ccccc2)nc2cnc(OCc3ccccc3)nc21 | -5.0% | 4.1%
Cc1noc(C)c1-c1ccc2ncnc(Nc3ccc(F)cc3)c2c1 | -6.9% | 6.7%
CN1CCc2cc3c(cc2[C@@H]1[C@@H]1C(=O)Oc2c1ccc1c2OCO1)OCO3 | 20.6% | -0.3%
CC(=O)S[C@H]1CC2=CC(=O)CC[C@@]2(C)[C@H]2CC[C@@]3(C)[C@H](CC[C@]34CCC(=O)O4)[C@@H]12 | 1.5%[16.9 µM] | -1.6%[17 µM]
O=c1c(-c2cc(O)c(O)c(O)c2)coc2cc(O)c(O)c(O)c12 | 0.3% | -12.3%
COc1ccc(C2/C=C\CN([S+](=O)([O-])c3ccc4ccccc4c3)C(C)C(=O)N2Cc2ccc(F)cc2)cc1 (stereo not drawn) | -13.2% | -11.0%
CC(=O)N1CCC2(CC1)CCN(c1ccccn1)CC2 | 8.2% | 27.5%
CO[C@H]1COC(=O)[C@H](Cc2ccccc2)NC(=O)C/C=C\[C@@H](C)[C@H](OC)COC(=O)C/C=C\[C@@H]1C | -12.1%[10 µM] | 6.3%[10 µM]
COc1ccc(-c2nc3cnc(N4CCOCC4)nc3n(Cc3cccc(OC)c3)c2=O)cc1 | -22.0% | -1.0%
CSCC[C@H](NC(=O)[C@@H](NC(=O)[C@H](CCC(=O)O)NC(=O)[C@H](CCSC)NC(=O)[C@H](CC(N)=O)NC(=O)[C@H](CCC(=O)O)NC(=O)[C@H](CC(N)=O)NC(=O)[C@H](CO)NC(=O)[C@H](C)N)[C@@H](C)O)C(=O)O | 3.1% | 0.7%
OCCC(O)CO (stereo not drawn) | 15.9%&-9.8%&0.6% | 1.2%&7.6%&1.4%
COCCn1c(=O)c(-c2ccc(F)cc2)nc2cncnc21 | 2.3% | -10.7%
Cc1ccccc1Br | -2.3% | 2.2%
C=C1C[C@@]23CC4C5[C@@]6(C)C[C@H](O)C[C@@]57C2[C@H](O)[C@@H]1[C@H](O)[C@H]3[C@H]7N4C6 | 4.9% | 1.7%
C[C@@H](c1ccccc1)N1C(=O)[C@H]2[C@@H]3[C@H](O)[C@H](O)CC(=O)[C@H]3CC[C@H]2C1=O | 10.5%&-0.8%[10 µM] | -4.1%&2.5%[10 µM]
O=C(c1ccco1)N1CCC2(CCN(Cc3ccccc3)CC2)CC1 | -11.6% | 3.0%
C#CCCCCCCCCCCCc1ccco1 | -3.5% | -3.4%
C=CCc1cccc(C2C(C)CCC3C(=O)N4C(CCC(C)C4c4cccc(CC=C)c4)C(=O)N32)c1 (stereo not drawn) | 0.7%[10 µM] | 7.9%[10 µM]
O=c1cc(-c2ccccc2O)oc2cc(O)ccc12 | -22.2% | -10.7%
NCCC(=O)N[C@@H](Cc1cnc[nH]1)C(=O)O | ? | 0.7%
CCCC[C@@H]1C[C@H]1C(NS(=O)(=O)c1cccc2cccnc12)c1ccc(-c2ccccc2)cc1 (stereo partly drawn) | -8.5% | -6.3%
CN1CCN(c2ncc3nc(-c4ccc(Cl)cc4)c(=O)n(C)c3n2)CC1 | -14.3% | -2.6%
CN(C)c1ncc2nc(-c3cn(C)c4ccccc34)c(=O)n(C[C@H]3CCCO3)c2n1 | -7.3% | -0.8%
C=CC1=C(C(=O)O)N2C(=O)[C@@H](NC(=O)/C(=N\OCC(=O)O)c3csc(N)n3)[C@@H]2SC1 | -7.5%[2.98 µM] | -10.7%[17 µM]
C=C(C[C@]1(C(=O)OC)CC2(CC=C(C)C)C(=O)C(C(=O)CC(C)C)=C(O)C(CC=C(C)C)(C1)C2=O)C(=O)OC (stereo partly drawn) | -20.0% | -10.3%
COc1ccc(-n2c(=O)c(-c3cccs3)nc3cnc(Oc4ccccc4)nc32)cc1 | -4.4% | 8.4%
c1ccc2c(Nc3ccncc3)nc(-c3ccc4c(c3)OCO4)nc2c1 | ? | 17.8µM*
O=c1c(-c2cccs2)nc2cnc(N3CCNCC3)nc2n1Cc1cccs1 | 17.8µM* | 8.91µM*
COc1ccc(C(=O)N2CCC3(CCN(Cc4ccccc4OC)CC3)CC2)cc1 | -16.4% | -8.2%
O=c1c(-c2ccccc2)nc2cnc(N3CCOCC3)nc2n1C[C@H]1CCCO1 | 10.2% | -13.3%
CC(CC=O)CCCC(C)(C)O (stereo not drawn) | 4.6% | 13.3%
CO[C@H]1COC(=O)C/C=C\[C@H](C)[C@H](OC)COC(=O)[C@@H](C)NC(=O)C/C=C\[C@@H]1C | 8.5%[10 µM] | -2.4%[10 µM]
O=c1c(-c2ccc(F)cc2)nc2cnc(N3CCNCC3)nc2n1Cc1ccc(F)cc1 | 14.1µM* | ?
Cn1c(=O)c(-c2ccccc2)nc2cnc(N3CCOCC3)nc21 | 0.3% | -4.5%
O=C(Oc1ccccc1)N1CCC[C@@]2(CCN(c3ccccn3)C2)C1 | 0.4% | 10.5%
CS(=O)(=O)N1CCC2(CC1)CN(c1ccncc1)C2 | -20.1% | 0.2%
CC(C)C[C@H](NC(=O)[C@H](Cc1c[nH]c2ccccc12)NC(=O)[C@H](CCCCN)NC(=O)CNC(=O)[C@H](CC(C)C)NC(=O)[C@H](CO)NC(=O)[C@@H](N)Cc1cnc[nH]1)C(=O)NCC(=O)N[C@@H](Cc1cnc[nH]1)C(=O)N1CCC[C@H]1C(=O)N[C@@H](CC(=O)O)C(=O)N[C@@H](CCCCN)C(=O)N[C@@H](Cc1ccccc1)C(=O)O | 3.7% | 1.4%
COC(=O)CC1C(C)(C)C(OC(C)=O)C2CC3=C4CC(=O)OC(c5ccoc5)[C@]4(C)CCC3[C@@]1(C)C2=O (stereo partly drawn) | -2.3% | 1.4%
CO/N=C(/C(=O)NC1C(=O)N2C(C(=O)O)=C(CSc3nc(=O)c(O)nn3C)CSC12)c1csc(N)n1 (stereo not drawn) | -9.4%&15.4% | -11.4%&0.3%
COc1ccccc1CN1CCCC2(CCN(C(=O)c3ccncc3)CC2)C1 | -19.3% | 4.9%
C[C@@H]1/C=C\CC(=O)OC[C@H]2O[C@@H](C=C[C@@H]2O)[C@H](C)/C=C\CC(=O)OC[C@H]2O[C@H]1C=C[C@@H]2O | -1.6%[10 µM] | 1.5%[10 µM]
COC(=O)[C@@H]1CC[C@H](C)[C@@H](c2ccc(C)cc2)N1C(=O)c1ccc(/C=N\O[C@@H](C)CN2CCCc3nc(C)c(C)cc32)cc1 | -1.3%[10 µM] | 7.3%[10 µM]

In the list so far, 11 contain sulfur:
SMILES | RORgamma inh | Gal4-VP16 FLuc
O=C(c1csnn1)N1CCC[C@@]2(CCN(c3cccc(-c4ccccc4)c3)C2)C1 | 25.9% | -0.5%
CO/N=C(/C(=O)N[C@H]1C(=O)N2C(C(=O)O)=C(COC(C)=O)CSC12)c1csc(N)n1 (stereo partly drawn) | -14.4% | -1.0%
CC(=O)S[C@H]1CC2=CC(=O)CC[C@@]2(C)[C@H]2CC[C@@]3(C)[C@H](CC[C@]34CCC(=O)O4)[C@@H]12 | 1.5%[16.9 µM] | -1.6%[17 µM]
COc1ccc(C2/C=C\CN([S+](=O)([O-])c3ccc4ccccc4c3)C(C)C(=O)N2Cc2ccc(F)cc2)cc1 (stereo not drawn) | -13.2% | -11.0%
CSCC[C@H](NC(=O)[C@@H](NC(=O)[C@H](CCC(=O)O)NC(=O)[C@H](CCSC)NC(=O)[C@H](CC(N)=O)NC(=O)[C@H](CCC(=O)O)NC(=O)[C@H](CC(N)=O)NC(=O)[C@H](CO)NC(=O)[C@H](C)N)[C@@H](C)O)C(=O)O | 3.1% | 0.7%
CCCC[C@@H]1C[C@H]1C(NS(=O)(=O)c1cccc2cccnc12)c1ccc(-c2ccccc2)cc1 (stereo partly drawn) | -8.5% | -6.3%
C=CC1=C(C(=O)O)N2C(=O)[C@@H](NC(=O)/C(=N\OCC(=O)O)c3csc(N)n3)[C@@H]2SC1 | -7.5%[2.98 µM] | -10.7%[17 µM]
COc1ccc(-n2c(=O)c(-c3cccs3)nc3cnc(Oc4ccccc4)nc32)cc1 | -4.4% | 8.4%
O=c1c(-c2cccs2)nc2cnc(N3CCNCC3)nc2n1Cc1cccs1 | 17.8µM* | 8.91µM*
CS(=O)(=O)N1CCC2(CC1)CN(c1ccncc1)C2 | -20.1% | 0.2%
CO/N=C(/C(=O)NC1C(=O)N2C(C(=O)O)=C(CSc3nc(=O)c(O)nn3C)CSC12)c1csc(N)n1 (stereo not drawn) | -9.4%&15.4% | -11.4%&0.3%
